High-throughput results (PubChem)
All columns: NCI-60 one-dose screen, growth in % after 48 h at 10 µM unless noted; 100 = growth as untreated, 0 = no growth, -100 = all killed.
HOP-62: HOP-62 NSCLC. actives 3.9% (n = 80,000). AID 1794735
EKVX: EKVX NSCLC | actives 3% (n = 71,000) | AID 1794765
MOLT-4: MOLT-4 leukemia cells | actives 6.9% (n = 80,000)
CCRF-CEM: CCRF-CEM leukemia; AID 1794778; actives 7% (n = 77,000)
RPMI-8226: RPMI-8226 leukemia cells | AID 1794781 | actives 7.5% (n = 77,000)
A549/ATCC: A549/ATCC NSCLC | AID 1794740 | actives 3.7% (n = 81,000)
HOP-92: HOP-92 NSCLC cells; actives 6.3% (n = 71,000); AID 1794738
SR: SR leukemia cells; actives 8.7% (n = 73,000)
* hit, by the source's call; . = no result given. How the source made its calls: active means growth percent below 10; inactive means the rest. The order is random; any-hit rate near 12%.

SMILES	HOP-62	EKVX	MOLT-4	CCRF-CEM	RPMI-8226	A549/ATCC	HOP-92	SR
Clc1nc2ccccc2nc1Cc1nnc(-c2ccccc2)o1	97	81	105	98	82	114	93	114
CCc1ccc2c(c1)N(CCO)C1=C(C(=O)OC1)C2c1cc(OC)c(OC)c(OC)c1 (stereo not given)	29	30	11	10	18	16	.	12
O=C(/C=C/c1cccc(C(F)(F)F)c1)Nc1cccc(C(F)(F)F)c1	58	50	36	32	24	39	7.8*	69
O=C(Nc1ccccc1)Nc1nnc(-c2ccncc2)o1	98	92	102	95	97	96	92	92
Cc1ccccc1C(=O)NCc1ccccc1	80	89	105	97	97	90	89	96
CCC(C)N(c1ccc(Cl)cc1)c1nc(-c2ccc(Br)cc2)cs1 (stereo not given)	91	80	83	82	83	96	94	83
O=C(NCCO)c1ccc(C(=O)NCCO)cc1	106	112	102	92	103	94	104	105
Cc1ccc(S(=O)(=O)OCCCc2cn(-c3ccccc3F)nn2)cc1	104	101	98	101	100	99	92	101
CC1(CC(=O)Nc2ccccc2)Nc2ccccc2-c2ccnn21 (stereo not given)	76	.	92	92	90	104	74	95
Cn1cc(-c2csc(-c3cn(C)c4ccccc34)n2)c2cnccc21	42	17	5.4*	0.8*	-19*	15	56	-0.5*
COc1ccc(/C=C(\C#N)c2cc3ccccc3n2S(C)(=O)=O)cc1	91	86	90	86	79	104	87	53
CCOC(=O)c1cc(C(=O)c2ccc(Br)cc2)n2c(-c3ccccn3)cccc12	99	97	104	102	117	112	99	107
O=c1c2cc(F)ccc2sc2c(N3CCOCC3)nc3ccccc3c12	112	103	99	104	.	104	94	100
COC(=O)[C@H]1[C@H]2C[C@@H]3c4[nH]c5cc(OC)ccc5c4CCN3C[C@H]2C[C@@H](OC(=O)c2cc(OC)c(OC)c(OC)c2)[C@@H]1OC	96	67	93	99	84	85	95	84
N#Cc1cc(N)n(-c2nc3c(cnn3-c3ccccc3)c(=O)n2-c2ccccc2)n1	77	97	113	97	111	71	82	127
O=C1c2ccccc2C(=O)c2c(NCCN=Cc3c(O)ccc4ccccc34)cccc21	47	73	77	-46*	79	20	38	32
CC1(C)[C@@H]2CC[C@]1(C)[C@@H](O)C2	94	101	99	101	100	85	96	87
Cc1ccc(Nc2ccc(Nc3ccc(C)cc3)c3c2C(=O)c2ccccc2C3=O)cc1	93	95	89	93	99	101	92	88
CN(CCC(=O)c1cccc2ccccc12)Cc1ccccc1	101	110	102	87	58	95	.	105
O=C1/C(=C/c2ccc(O)cc2O)N=C2SCCCN12	85	96	94	111	103	92	108	90
C=C(C)CNC(=O)C1CC(C)=CC(C)C1C (stereo not given)	93	97	115	118	115	98	99	114
CCOC(=O)CC1Oc2ccc3c(c2NC1=O)c(C(=O)OCC)c(C)n3C (stereo not given)	113	100	81	82	88	106	77	91
O=C(CSc1nnc(-c2cccs2)n1-c1ccccc1)Nc1ccccc1F	77	95	72	77	89	90	93	25
Cc1ccc(NC(=O)C2=NCCCCN2)cc1	102	102	101	104	107	101	81	107
COc1ccc(-c2cnn(CC(O)CN3CCN(Cc4ccccc4)CC3)c2)cc1OC1CCCC1 (stereo not given)	96	95	102	100	83	107	83	108

Grouped by structure: those above containing a Cl atom.
SMILES	HOP-62	EKVX	MOLT-4	CCRF-CEM	RPMI-8226	A549/ATCC	HOP-92	SR
Clc1nc2ccccc2nc1Cc1nnc(-c2ccccc2)o1	97	81	105	98	82	114	93	114
CCC(C)N(c1ccc(Cl)cc1)c1nc(-c2ccc(Br)cc2)cs1 (stereo not given)	91	80	83	82	83	96	94	83

New compounds follow:
SMILES	HOP-62	EKVX	MOLT-4	CCRF-CEM	RPMI-8226	A549/ATCC	HOP-92	SR
CC(C)(CCC(=O)O)CCC(=O)O	112	.	94	100	105	104	.	87
Cc1c(C(=O)NCc2nc3ccccc3[nH]2)[nH]c2ccc(Cl)cc2c1=O	95	106	96	98	97	87	89	90
CC(=O)N\C(N)=N/N=C\C(C)=N/N=C(\N)NC(C)=O	101	99	103	79	94	90	92	96
CCCC/C(=C\c1ccc(OC)c(OC)c1)C(=O)NC(Cc1ccccc1)C(=O)C(=O)NCCc1ccc(OC)cc1 (stereo not given)	101	90	77	90	84	86	92	37
Clc1ccc(C2=Nn3c(N/N=C/c4ccc(-c5ccccc5)cc4)nnc3SC2)cc1	113	103	101	112	107	109	116	112
CC1(C)CC(=O)C2=C(C1)Nc1cc3c(cc1C2c1ccc(Cl)cc1)OCO3 (stereo not given)	90	67	72	80	83	85	.	71
COc1ccc2c(c1)OC1(Oc3cc(OC)ccc3C=C1C)C(C)=C2	93	94	81	90	89	96	91	92
Cc1ccc(S(=O)(=O)c2ccc3[nH]c(=O)nc(N)c3c2)cc1	99	.	97	92	92	88	.	92
C1=C\COCc2cc(ccc2OCCN2CCCC2)Nc2nccc(n2)-c2cccc(c2)COC/1	-18*	0.6*	-8.6*	4.3*	-32*	-17*	-0.8*	-8.8*
Cc1ccccc1NCc1nnc(-c2ccc(Cl)cc2)o1	74	86	84	95	85	82	91	90
Oc1ccccc1/C=N/Nc1nc2ccccc2s1	49	62	41	.	36	45	44	44
Cn1c(=O)c2[nH]c(SCC(=O)Nc3ccc(C(=O)/C=C/c4ccccc4)cc3)nc2n(C)c1=O	93	94	80	73	47	86	58	60
Cn1ncc2c(N)nc(NCCO)nc21	99	111	131	99	99	100	.	109
COc1ccc(Nc2ncccc2/C=C/C(=O)c2cc(OC)c(OC)c(OC)c2)cc1	-19*	61	-12*	-10*	-25*	-57*	-34*	-22*
NCCNc1nc2scc(-c3ccccc3)c2c(=O)[nH]1	94	60	105	123	110	106	74	102
CC[C@]12C=CCN3CC[C@@]4(c5ccc(OC)cc5N(C)[C@H]4[C@@](O)(C(=O)OC)[C@@H]1OC(=O)CCCN1CCCCC1)[C@@H]32	104	93	93	109	81	96	74	96
Cc1ccc2nc(NC(=O)CSc3nc(-c4ccccc4)c(C#N)c(-n4nc(C)cc4C)n3)sc2c1	71	86	78	101	97	93	88	86
O=C(NCCCCCCNC(=O)C1CCCN1C(=O)OCc1ccccc1)C1CCCN1C(=O)OCc1ccccc1 (stereo not given)	110	91	103	107	109	99	98	114
Cc1ccc(C)c2c1C(O)(C#Cc1ccccc1)c1ccccc1C2(O)C#Cc1ccccc1 (stereo not given)	75	39	20	27	19	48	3.0*	123
O=C(CSc1nnc(-c2ccc3nc(-c4ccc(Cl)cc4)[nH]c3c2)o1)Nc1ccccc1	103	108	46	70	80	100	127	68
O=C1Nc2ccccc2/C1=C\c1c[nH]c2ccc(Br)cc12	57	80	62	66	74	74	65	72
Cc1ccc2c(n1)C(=O)C(Br)=C(C1CCCC1)C2=O	84	99	35	26	56	94	98	31
O=C(/C=C/Nc1ccccc1)c1ccc2c(c1)Nc1ccccc1S2	54	81	90	94	91	88	99	88
Cc1ccc(NC(=O)CNCC(C)C)cc1Cl	86	94	95	86	89	82	84	90
N=c1c(S(=O)(=O)c2ccccc2)cc2c(=O)n3ccccc3nc2n1Cc1ccco1	87	102	100	105	109	93	94	89

Other entries follow.
SMILES	HOP-62	EKVX	MOLT-4	CCRF-CEM	RPMI-8226	A549/ATCC	HOP-92	SR
CC1=C(C(=O)N=C(N)C(Cl)(Cl)Cl)SCCO1	101	106	77	99	98	91	97	77
CCOC(=O)C1=C(C)NC(C)=C(C(=O)OC)C1c1cccc(C#N)c1 (stereo not given)	99	96	104	103	101	101	95	86
Oc1ccc(-c2cnc3nonc3n2)cc1	96	94	99	98	77	89	121	88
CC(C)OC(=O)c1nc(-c2cccc(Cl)c2)nc2ccccc12	95	94	96	102	101	100	105	98
CCN1C(=O)N(CC)C2Nn3c(s/c(=C\c4ccccc4F)c3=O)=NC21 (stereo not given)	59	38	44	34	54	32	67	25
O=C(O)c1cc2c([nH]c3ccc(F)cc32)c(=O)s1	109	90	83	82	76	88	78	86
C/C(=N\NC(=S)Nc1cccc(Cl)c1)c1nnn(-c2ccc([N+](=O)[O-])cc2)c1C	45	54	46	27	47	69	64	26
Cc1ccccc1-n1c(C)nc2cc(NC(=O)c3ccc(Cl)cc3)ccc2c1=O	97	51	72	53	45	72	.	74
O/N=C(/CN1CCCCC1)c1ccccc1	101	104	109	97	92	104	97	95
COc1ccc2c3nc4cc(C)c(C)cc4nc3n(CCN(C)C)c2c1	8.8*	13	4.8*	20	9.3*	-60*	27	9.9*
COc1ccc(C2=CCCCCC2)c(OC)c1OC	98	87	105	106	.	92	76	100
Cc1ccc(Nc2ncnc3c2sc2nc(C)cc(C)c23)cc1	94	.	107	97	93	100	81	.
Cc1cccc(C(=O)c2ccc(Cl)cc2)c1O	99	102	104	98	92	97	91	99
Cc1cc(C)cc(N)c1	96	101	.	.	151	99	.	.
N#Cc1c(-c2ccc(F)cc2)nc(NN2C(=O)c3ccccc3C2=O)nc1N1CCOCC1	101	103	91	92	104	93	96	92
CC1(C)N=C(N)N=C(N)N1c1cccc(CCc2ccccc2)c1	45	67	31	30	26	25	63	28
CCOC(=O)C1=C(C)NC(=O)NC1c1ccc(OCC(=O)N/N=C(/C)c2ccccc2)cc1 (stereo not given)	94	.	92	96	98	79	93	99
CCC(/C=N/N=C(N)N)OC (stereo not given)	113	.	91	92	93	98	91	96
COc1ccc(/C=C(\c2cc(OC)c(OC)c(OC)c2)c2nnc(-c3cccs3)o2)cc1	41	79	88	.	84	77	35	78
N#C/C(C(=O)c1ccccc1)=C1/C(=O)Nc2ccc(Br)cc21	84	87	101	110	102	104	109	101
C[C@]12CC[C@@H]3c4cc(OC(F)F)c(OS(N)(=O)=O)cc4CC[C@H]3[C@@H]1CC[C@@H]2O	39	40	19	17	18	29	59	.
COc1ccc(-c2nc(-c3ccccc3)c(-c3ccccc3)n2-c2ccc(C(=O)O)cc2)cc1	95	88	94	97	94	83	84	89

Three compounds from above, sorted by formula weight, highest first.
SMILES	HOP-62	EKVX	MOLT-4	CCRF-CEM	RPMI-8226	A549/ATCC	HOP-92	SR
N#Cc1c(-c2ccc(F)cc2)nc(NN2C(=O)c3ccccc3C2=O)nc1N1CCOCC1	101	103	91	92	104	93	96	92
COc1ccc2c3nc4cc(C)c(C)cc4nc3n(CCN(C)C)c2c1	8.8*	13	4.8*	20	9.3*	-60*	27	9.9*
O/N=C(/CN1CCCCC1)c1ccccc1	101	104	109	97	92	104	97	95

Grouped by structure: those above containing a carbonyl joined to an NH by a bond outside any ring
SMILES	HOP-62	EKVX	MOLT-4	CCRF-CEM	RPMI-8226	A549/ATCC	HOP-92	SR
O=C(/C=C/c1cccc(C(F)(F)F)c1)Nc1cccc(C(F)(F)F)c1	58	50	36	32	24	39	7.8*	69
O=C(Nc1ccccc1)Nc1nnc(-c2ccncc2)o1	98	92	102	95	97	96	92	92
Cc1ccccc1C(=O)NCc1ccccc1	80	89	105	97	97	90	89	96
O=C(NCCO)c1ccc(C(=O)NCCO)cc1	106	112	102	92	103	94	104	105
CC1(CC(=O)Nc2ccccc2)Nc2ccccc2-c2ccnn21 (stereo not given)	76	.	92	92	90	104	74	95
C=C(C)CNC(=O)C1CC(C)=CC(C)C1C (stereo not given)	93	97	115	118	115	98	99	114
O=C(CSc1nnc(-c2cccs2)n1-c1ccccc1)Nc1ccccc1F	77	95	72	77	89	90	93	25
Cc1ccc(NC(=O)C2=NCCCCN2)cc1	102	102	101	104	107	101	81	107
Cc1c(C(=O)NCc2nc3ccccc3[nH]2)[nH]c2ccc(Cl)cc2c1=O	95	106	96	98	97	87	89	90
CC(=O)N\C(N)=N/N=C\C(C)=N/N=C(\N)NC(C)=O	101	99	103	79	94	90	92	96
CCCC/C(=C\c1ccc(OC)c(OC)c1)C(=O)NC(Cc1ccccc1)C(=O)C(=O)NCCc1ccc(OC)cc1 (stereo not given)	101	90	77	90	84	86	92	37
Cn1c(=O)c2[nH]c(SCC(=O)Nc3ccc(C(=O)/C=C/c4ccccc4)cc3)nc2n(C)c1=O	93	94	80	73	47	86	58	60
Cc1ccc2nc(NC(=O)CSc3nc(-c4ccccc4)c(C#N)c(-n4nc(C)cc4C)n3)sc2c1	71	86	78	101	97	93	88	86
O=C(NCCCCCCNC(=O)C1CCCN1C(=O)OCc1ccccc1)C1CCCN1C(=O)OCc1ccccc1 (stereo not given)	110	91	103	107	109	99	98	114
O=C(CSc1nnc(-c2ccc3nc(-c4ccc(Cl)cc4)[nH]c3c2)o1)Nc1ccccc1	103	108	46	70	80	100	127	68
Cc1ccc(NC(=O)CNCC(C)C)cc1Cl	86	94	95	86	89	82	84	90
Cc1ccccc1-n1c(C)nc2cc(NC(=O)c3ccc(Cl)cc3)ccc2c1=O	97	51	72	53	45	72	.	74
CCOC(=O)C1=C(C)NC(=O)NC1c1ccc(OCC(=O)N/N=C(/C)c2ccccc2)cc1 (stereo not given)	94	.	92	96	98	79	93	99
